High-throughput results deposited in PubChem by several laboratories.
MMP13 inh: MMP13 (human) collagenase inhibition. P45452. MMP-13 fTHP FRET cleavage, Mca fluorescence. inhibition, % at 4 µM. hit rate 0.07% among 65,000;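 active means inhibition above the mean of compound-free control plate wells plus 3 SD, cut at about 14% in these data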;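 further: 0% = DMSO wells and 100% = wells with reference MMP-13 inhibitor after basal subtraction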
tolC growth inh: blocks growth of E. coli BW25113 tolC mutant | OD615 | growth inhibition, % at 10 µM (by protocol) | hit rate 2.2% among 65,000 | AID 573;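 active means growth inhibition at or above a cutoff equal to the mean over every tested compound plus 3 SD, cut at about 60% in these data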;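 further: growth measured after 20 h incubation at 37 °C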
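Signal: optical density read at 615 nm; Assay system: E. coli ΔtolC::kan strain BW25113; Times: 20 h incubation with compound, 37 °C; Dosing: 10 µM final, single dose.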
SF1 activator: activates the human nuclear receptor SF-1 | Q13285 | CHO-K1 Gal4-SF-1 LBD luciferase reporter; % increase over DMSO SF-1-specific signal | activation, % at 10 µM | hit rate 1.9% among 65,000;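 active means activation above the mean activation of all tested compounds plus 3 SD, cut at about 50% in these data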
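Material: Transient Gal4-SF-1 LBD reporter, CHO-K1 | Input: 4,000 cells/well | Dosing: One dose, 10 µM compound, 1% DMSO | Incubation: 20 h compound treatment, 37 °C | Detection: SteadyLite luciferase luminescence | Evaluation: Percent activation relative to DMSO median and mock-transfected background | Benchmarks: DMSO-treated SF-1-transfected cells as negative, DMSO-treated mock-transfected cells lacking SF-1 as background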
5HT1E antag: antagonists of human 5-HT1E serotonin receptor; AID 571; hit rate 0.99% among 65,000; inhibition, % at 6 µM; CHO 5-HT1E Ga15 NFAT-bla reporter, FRET, antagonist; P28566;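 active means inhibition above a set limit, the mean inhibition across every tested compound plus 3 SD, cut at about 29% in these data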;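 further: signal is the 460 over 535 nm emission ratio of beta-lactamase substrate; 0% = agonist plus DMSO wells and 100% = wells without agonist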
Target sequence (P28566 whole entry, looked up): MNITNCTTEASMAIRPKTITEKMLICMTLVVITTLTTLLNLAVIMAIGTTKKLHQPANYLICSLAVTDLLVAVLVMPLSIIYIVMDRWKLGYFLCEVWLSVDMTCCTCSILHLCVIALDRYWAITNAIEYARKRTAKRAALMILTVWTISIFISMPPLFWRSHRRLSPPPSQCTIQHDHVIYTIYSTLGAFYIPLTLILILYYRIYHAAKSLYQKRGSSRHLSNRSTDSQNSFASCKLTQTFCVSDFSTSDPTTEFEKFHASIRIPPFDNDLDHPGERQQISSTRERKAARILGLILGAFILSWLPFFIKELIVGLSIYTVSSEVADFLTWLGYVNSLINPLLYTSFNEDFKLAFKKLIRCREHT
RORa activator: RORA (human) activation; activation, % at 10 µM; CHO-K1 Gal4-RORA LBD luciferase reporter, luminescence; percent increase over mock-subtracted basal signal; AID 560; hit rate 1.5% among 65,000;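 active means activation above the mean of all tested compounds plus 3 SD, cut at about 49% in these data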;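 further: 0% = DMSO-treated RORA cells and 100% = added signal equal to DMSO minus mock-transfected cells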
NADH coupling: inhibitors of enzymes used to reach an NAD/NADH endpoint; AID 774; hit rate 0.02% among 65,000; coupled PK/LDH NADH assays, four targets; IC50, µM (titrated, usually from 10 µM), without a hit: at the highest dose inhibition;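 active means single-dose screening hits from any of four coupled enzyme assays that gave an IC50 when retested across doses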;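 further: the DPM-DC format reads NADH fluorescence rather than 340 nm absorbance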
5HT1a ag: agonists of human 5-HT1a serotonin receptor; P08908; hit rate 0.56% among 65,000; activation, % at 10 µM; CHO 5-HT1a Ga15 NFAT-bla reporter, FRET ratio; 0% basal, 100% maximal reference agonist;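 active means activation above the screen-wide mean activation plus 3 SD, cut at about 19% in these data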;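 further: 0% = DMSO wells and 100% = 5-CT at EC100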
5HT1E ag: agonists of human 5-HT1E serotonin receptor | CHO 5-HT1E Ga15 NFAT-bla reporter, FRET; 0% DMSO wells, 100% control agonist wells | activation, % at 6 µM | hit rate 0.69% among 65,000;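 active means activation above a set limit, the screen-wide mean activation plus 3 SD, cut at about 8.5% in these data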;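 further: 100% = positive control agonist at 1 µM giving full maximal response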
5HT1a antag: 5-HT1a (human) receptor antagonism | hit rate 0.68% among 62,000 | AID 612 | CHO 5-HT1a Ga15 NFAT-bla reporter, antagonist mode | inhibition, % at 10 µM;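 active means inhibition above the mean of all tested compounds plus 3 SD, cut at about 43% in these data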;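 further: receptor stimulated by 5-CT agonist at 100 nM near EC80; beta-lactamase reporter measured by ratiometric fluorescence of a cleavable substrate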
Active calls of the source: *; x = no result given; [ ] = dose if it differs, or a comment.

SMILES	MMP13 inh	tolC growth inh	SF1 activator	5HT1E antag	RORa activator	NADH coupling	5HT1a ag	5HT1E ag	5HT1a antag
CC(C)(C)c1cc(NS(=O)(=O)c2ccc3c(c2)OCCO3)on1	3.3	-6.0	23.6	-10.0	6.9	4.0%	-1.6	-0.4	12.7
O=C(Nc1cccc(F)c1)N1CC=C(n2c(=O)[nH]c3ccccc32)CC1	7.9	21.8	0.7	10.2	0.9	4.0%	-3.9	0.3	8.5
CCOc1ccc(NC(=O)CN2CCN(CC(=O)Nc3ccc4c(c3)OCCO4)CC2)cc1	0.9	-1.7	-5.6	-10.8	-13.3	4.0%	-1.6	1.6	-19.5
Cc1cc(N2CCN(C(=O)c3ccco3)CC2)n2nc(C)c(-c3ccc(Cl)cc3)c2n1	-2.6	-1.0	-14.8	2.8	-15.0	17.0%[fluoresces]	0.1	0.2	-12.6
O=S(=O)(NCCC1=CCCCC1)c1cccc(S(=O)(=O)N2CCOCC2)c1	7.5	19.1	-5.5	10.0	-10.4	4.0%	0.4	-0.3	8.0
O=C(CCn1c(=O)oc2ccccc21)Nc1cccc(Cl)c1	-4.0	8.4	-18.6	-4.9	-16.2	4.0%	-1.1	0.1	-6.8
CC(C)c1[nH]nc2c1C(Cc1ccccc1)C(C#N)=C(N)O2 (centres undefined)	-1.3	25.9	-7.5	7.7	7.2	6.0%	-1.0	-0.8	0.2
O=C(NCc1ccco1)c1cc(-c2ccc(Cl)cc2)on1	-3.4	-7.5	18.3	-10.3	17.1	5.0%	-2.2	1.2	-7.7
O=S(=O)(Nc1nc2ccccc2nc1Nc1ccc2c(c1)OCCO2)c1cccs1	1.3	51.9	25.3	-1.1	23.6	11.0%	0.1	0.7	22.6
CC1=C(C(=O)NCc2ccco2)C2(CCC(C)CC2)OC1=O (centres undefined)	2.6	-6.5	10.4	-8.8	4.4	3.0%	-1.6	0.5	-8.5
Cc1nnc(N(Cc2ccco2)C(=O)c2cccc(C#N)c2)s1	-1.4	-2.9	1.4	7.8	-15.9	2.0%	-0.3	0.4	-15.9
CN1CCN(S(=O)(=O)c2ccc(-c3ccc(Cl)cc3)cc2)CC1	1.7	-8.9	3.0	-3.2	22.3	7.0%	1.1	-0.3	-19.4
O=C(CCc1ccccc1)Nc1nc2n(n1)C(c1ccccc1)CC(=O)N2 (centres undefined)	3.1	-10.0	7.3	6.5	16.4	6.0%	-4.5	0.0	-0.3
O=C(c1sc2ccccc2c1Cl)N(Cc1cccs1)C1CCS(=O)(=O)C1 (centres undefined)	-0.9	25.3	3.8	-7.4	-9.6	1.0%	1.0	1.3	4.5
COCCNC(=O)c1ccc2c(c1)nc(C)n2-c1cccc(F)c1	-4.6	-2.5	4.2	-11.7	-4.5	4.0%	-3.2	0.0	-10.7

Sorted by count of non-hydrogen atoms (falling): part of the list above.
SMILES	MMP13 inh	tolC growth inh	SF1 activator	5HT1E antag	RORa activator	NADH coupling	5HT1a ag	5HT1E ag	5HT1a antag
CCOc1ccc(NC(=O)CN2CCN(CC(=O)Nc3ccc4c(c3)OCCO4)CC2)cc1	0.9	-1.7	-5.6	-10.8	-13.3	4.0%	-1.6	1.6	-19.5
Cc1cc(N2CCN(C(=O)c3ccco3)CC2)n2nc(C)c(-c3ccc(Cl)cc3)c2n1	-2.6	-1.0	-14.8	2.8	-15.0	17.0%[fluoresces]	0.1	0.2	-12.6
O=S(=O)(Nc1nc2ccccc2nc1Nc1ccc2c(c1)OCCO2)c1cccs1	1.3	51.9	25.3	-1.1	23.6	11.0%	0.1	0.7	22.6
O=C(CCc1ccccc1)Nc1nc2n(n1)C(c1ccccc1)CC(=O)N2 (centres undefined)	3.1	-10.0	7.3	6.5	16.4	6.0%	-4.5	0.0	-0.3
O=C(Nc1cccc(F)c1)N1CC=C(n2c(=O)[nH]c3ccccc32)CC1	7.9	21.8	0.7	10.2	0.9	4.0%	-3.9	0.3	8.5
COCCNC(=O)c1ccc2c(c1)nc(C)n2-c1cccc(F)c1	-4.6	-2.5	4.2	-11.7	-4.5	4.0%	-3.2	0.0	-10.7
CN1CCN(S(=O)(=O)c2ccc(-c3ccc(Cl)cc3)cc2)CC1	1.7	-8.9	3.0	-3.2	22.3	7.0%	1.1	-0.3	-19.4
CC1=C(C(=O)NCc2ccco2)C2(CCC(C)CC2)OC1=O (centres undefined)	2.6	-6.5	10.4	-8.8	4.4	3.0%	-1.6	0.5	-8.5
O=C(NCc1ccco1)c1cc(-c2ccc(Cl)cc2)on1	-3.4	-7.5	18.3	-10.3	17.1	5.0%	-2.2	1.2	-7.7

Later entries
SMILES	MMP13 inh	tolC growth inh	SF1 activator	5HT1E antag	RORa activator	NADH coupling	5HT1a ag	5HT1E ag	5HT1a antag
COc1ccccc1C(=O)n1nc(C)cc1C	2.6	3.8	-3.1	-8.7	-1.2	4.0%	1.6	-0.3	14.3
O=C(CSCCSCC(=O)c1ccco1)c1ccco1	2.4	8.7	-5.3	-4.3	4.5	1.0%	0.3	0.1	5.2
O=C(O)C12CC3CC(C1)CC(n1cnc(Cl)n1)(C3)C2	-0.1	-15.8	-1.3	-8.0	10.6	6.0%	1.5	-0.9	-7.4
Cc1cccc(-c2c3c(=O)n(C)c(=O)n(C)c3cn2-c2ccc(O)cc2)c1	-41.3[fluorescence artefact?]	28.0	-1.8	-11.8	14.1	7.0%	-1.9	0.6	9.4
COc1cc(OC)nc(NC2OC(=O)c3ccccc32)n1 (centres undefined)	2.5	x	13.7	-1.4	-1.7	11.0%	12.2	-0.4	-5.3
Oc1cc(Cc2ccccc2)cnc1CN1CCCCC1	-6.5	-12.7	-1.8	-5.8	-26.3	4.0%	1.0	4.6	-11.7
O=C(Cn1nc(-c2ccccc2)c2ccccc2c1=O)NCC1CCCO1 (centres undefined)	7.2	17.0	-19.1	6.5	-24.7	7.0%	1.0	0.7	0.7
Oc1c(C(c2ccco2)N2CCOCC2)sc2ncnn12 (centres undefined)	6.0	-7.2	-0.1	0.2	-14.2	5.0%	-3.0	0.5	-4.1
CC1CCN(C(=O)CSc2nnc(-c3cccnc3)n2C2CCCCC2)CC1	-0.4	0.3	5.0	-1.2	17.4	5.0%	-4.4	2.5	-1.4
c1ccc(Cc2nnc3sc(-c4ccc5c(c4)OCCO5)nn23)cc1	-7.2	11.5	55.0*	2.9	38.0	5.0%	1.5	0.3	-4.4
Cc1ccc2nc(CSc3nnc(-c4ccco4)n3-c3ccccc3)cc(=O)n2c1	-0.9	-4.6	-0.5	20.9	0.1	4.0%	1.1	0.0	-4.7
